Compound activity as filed in PubChem.
SNCA expr inh = Primary qHTS assay for inhibitors of alpha-synuclein gene (SNCA) expression; hit rate 0.17% among 140,000; AID 1671194, 2021; Potency, µM (titrated, usually from 57.2 µM), without a hit: at the highest dose activity change, negative = inhibition, usual class: inhibitors; HEK-293 SNCA-luciferase knock-in, luminescence, 24 h;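 note: potency is the fitted concentration of half-maximal effect; plate controls were DMSO cells for no effect and cell-free wells for full effect; nearly all actives have a fitted effect of over 45% in size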
Luciferase inh = Firefly luciferase inhibition profiling of diverse chemical library using quantitative high-throughput screening. hit rate 2.5% among 76,000. AID 1347043, 2019. purified P. pyralis luciferase, luminescence, biochemical. Luciferin 4-monooxygenase (Photinus pyralis), P08659. Potency, µM (series often up to 115 µM), without a hit: at the top dose activity change, negative = inhibition, usual class: inhibitors; note: potency is the fitted concentration of half-maximal effect; nearly all actives have a fitted effect of over 65% in size
Target sequence (P08659 whole entry, looked up): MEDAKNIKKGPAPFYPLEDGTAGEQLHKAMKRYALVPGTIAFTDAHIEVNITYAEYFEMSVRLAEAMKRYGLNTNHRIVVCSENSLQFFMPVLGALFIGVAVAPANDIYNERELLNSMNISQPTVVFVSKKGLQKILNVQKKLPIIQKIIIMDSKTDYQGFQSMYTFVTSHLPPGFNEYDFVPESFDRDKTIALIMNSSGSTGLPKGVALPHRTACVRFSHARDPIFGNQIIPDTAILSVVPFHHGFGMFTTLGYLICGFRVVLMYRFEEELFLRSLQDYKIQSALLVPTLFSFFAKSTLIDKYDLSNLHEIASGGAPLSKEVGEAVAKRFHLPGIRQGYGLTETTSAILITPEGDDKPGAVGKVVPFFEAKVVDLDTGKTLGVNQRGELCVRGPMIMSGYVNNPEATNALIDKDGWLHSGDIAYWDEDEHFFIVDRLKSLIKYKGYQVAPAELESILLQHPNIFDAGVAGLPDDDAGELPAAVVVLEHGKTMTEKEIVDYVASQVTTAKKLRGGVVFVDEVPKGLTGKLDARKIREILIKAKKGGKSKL
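Purified 10nM P. pyralis luciferase with 10uM D-luciferin and 10uM ATP in 50mM Tris acetate pH 7.5, 10mM Mg acetate, 0.01% Tween-20, 0.05% BSA. qHTS titration; luminescence read by CCD imager.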
HEK293 tox = Cytotoxic Profiling in HEK 293 Cell Line of Diverse Libraries Using Quantitative High-Throughput Screening | hit rate 6.6% among 94,000 | Potency, µM (top dose mostly 115 µM), without a hit: top-dose activity change, negative = cytotoxicity, hits mostly inhibitors | HEK 293 viability, ATP luminescence (CellTiter-Glo), 48-72 h; note: potency is the fitted concentration of half-maximal effect; nearly all actives have a fitted effect of over 60% in size
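Viability of HEK 293 cells, plated at 250 cells/well, was judged by cellular ATP after compound treatment for 48 or 72 hr. Luminescence was imaged 10 min after CellTiter-Glo addition at room temperature.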
GPT2 inh = Primary qHTS assay for inhibitors of Glutamate pyruvate transaminase 2 (GPT2). Recombinant GPT2, coupled pyruvate oxidase/HRP Amplex Red fluorescence. hit rate 0.25% among 100,000. AID 1671188, 2021. Potency, µM (titrated, usually from 57.7 µM), inactives show at the highest dose activity change, negative = inhibition, usual class: inhibitors; note: potency is the fitted concentration of half-maximal effect; nearly all actives have a fitted effect of over 60% in size; many of its hits are not listed in these tables
Target sequence (Q8TD30 whole entry, looked up): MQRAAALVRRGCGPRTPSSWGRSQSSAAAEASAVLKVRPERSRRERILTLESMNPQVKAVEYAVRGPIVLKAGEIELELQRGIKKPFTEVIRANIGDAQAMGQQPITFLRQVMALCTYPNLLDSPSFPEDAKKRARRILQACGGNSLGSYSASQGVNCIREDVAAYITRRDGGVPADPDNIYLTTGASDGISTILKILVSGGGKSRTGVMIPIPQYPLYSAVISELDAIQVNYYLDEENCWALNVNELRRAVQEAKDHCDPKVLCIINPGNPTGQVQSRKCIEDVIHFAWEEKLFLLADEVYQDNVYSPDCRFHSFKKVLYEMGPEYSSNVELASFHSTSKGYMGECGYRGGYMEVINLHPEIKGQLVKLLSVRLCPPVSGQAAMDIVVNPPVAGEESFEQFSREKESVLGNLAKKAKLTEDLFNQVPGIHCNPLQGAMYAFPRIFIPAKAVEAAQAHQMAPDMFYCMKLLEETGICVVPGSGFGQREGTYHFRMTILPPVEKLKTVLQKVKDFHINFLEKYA
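Recombinant GPT2 (10ng/uL) with 250uM a-KG and 2mM L-alanine, 30 min at room temperature, in HEPES pH 7.5 buffer. Pyruvate detected by pyruvate oxidase/HRP/Amplex Red fluorescence after 30 min in the dark; AOA (50uM) as positive control.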
3T3 cytotox = Cytotoxic Profiling in NIH 3T3 Cell Line of Diverse Libraries Using Quantitative High-Throughput Screening. NIH 3T3 viability, CellTiter-Glo ATP luminescence, 48-72 h. AID 1345082, 2018. Potency, µM (top dose mostly 96.7 µM), for the others: at the highest dose activity change, negative = cytotoxicity, most hits filed as inhibitors. hit rate 4.3% among 94,000; note: potency is the fitted concentration of half-maximal effect; nearly all actives have a fitted effect of over 55% in size
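Viability of NIH 3T3 cells after 48 or 72 hr compound treatment at 37 °C was assessed by CellTiter-Glo, with luminescence imaged following a 10 min room-temperature step.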
IP6K1 inh = Primary qHTS assay for small molecule inhibitors of Inositol hexaphosphate kinase 1 (IP6K1); Inositol hexakisphosphate kinase 1 (Homo sapiens), Q92551; AID 1645851, 2021; hit rate 0.81% among 140,000; activity change, % (series mostly up to about 58 µM); IP6K1 kinase, ADP-Glo luminescence, 2 h; stronger effect = lower value; in the data active = activity change below about -25%
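ADP-Glo luminescence measures ADP made by human IP6K1 during a 2 h RT reaction with ATP/IP6 (mix at 1.3 mM/130 uM); top library doses 57.5 and 19.1 uM final.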
SNCA viab count = GF-AFC viability counterscreen for inhibitors of alpha-synuclein gene (SNCA) expression | HEK-293-SNCA-luc viability, GF-AFC fluorescence, 24 h | Potency, µM (doses to about 57.1 µM), for the others: top-dose activity change, negative = cytotoxicity, hits mostly cytotoxic | hit rate 0.12% among 150,000 | AID 1671193, 2021;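 note: potency is the fitted concentration of half-maximal effect; 0% = DMSO-treated cells and -100% = medium-only wells without cells; nearly all actives have a fitted effect of over 30% in size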
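Cytotoxicity counterscreen: after 24 h compound treatment of genome-edited SNCA-luciferase HEK-293 cells, live-cell protease substrate GF-AFC read by fluorescence after 30 min; activity scaled between DMSO (0%) and medium-only (-100%), curves Hill-fitted.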
Numbers without * were called inactive; i = inactive; ? = inconclusive; / = no result given; [ ] = another dose, or the depositor's remark. Unless noted, calls come from the whole dose curve; as a rule, active = well fitted curve in the direction sought with a large enough effect; inconclusive = small, poorly fitted or top-dose-only effect, or another doubt; inactive = no such curve, though single readings can be large; an effect the other way counts as inactive or inconclusive. Unless noted, % is set by controls: 0 for no effect and ±100 for the full control effect. The list is partial; the hit share may differ from the screen's.

1. COc1ccccc1-c1cccc(CN2CCCC(C(=O)N3CCN(C(C)=O)CC3)C2)c1 (centres undefined)
2. N#Cc1cccc(NC(=O)N[C@H]2[C@H](O)[C@@H](N3CCCC3)[C@@H]3OC[C@H]2O3)c1
3. CC(C)CN1CC(CNC(=O)c2ccc(Oc3ccccc3)cc2)Oc2ccnc(-c3ccc(OCC(=O)O)cc3)c2C1=O (centres undefined)
4. O=c1ncn(Cc2ccccc2)c2ccc(NCCOc3ccccc3)nc12
5. CN1CCN(C(=O)C2CCc3nc(N4CCN(C(=O)C5CCC5)CC4)sc3C2)CC1 (centres undefined)
6. COc1ccc(C(=O)Nc2ccc3nc(SCC(=O)N4CCCC4)sc3c2)cc1
7. Cn1nc(C2CCNC2)c2c(C(=O)NCC(F)(F)F)cc(C3CC3)nc21 (centres undefined)
8. CCCN(C)C(=O)Cc1ccc(N(Cc2ccc(F)cc2)C(=O)c2ccco2)cc1
assay / compound	1	2	3	4	5	6	7	8
SNCA expr inh	-2%	4%[87.6 µM]	-6%	-11%[87.6 µM]	4%	34%[activator]	3%	1%
Luciferase inh	/	9%[172 µM]	-8%	?	5%	/	/	3%
HEK293 tox	?	-10%[172 µM]	i	?	3%	/	-7%	?
GPT2 inh	1%	i	-5%	-2%[88.5 µM]	i	/	-8%	i
3T3 cytotox	-32%	-24%[174 µM]	?	?	-3%	/	-2%	?
IP6K1 inh	-4	9	2	-3	2	5	15	-1
SNCA viab count	18%	-2%[87.6 µM]	-1%	2%[87.6 µM]	1%	0%	10%	8%

Of the compounds above, these have sulfur.
5. CN1CCN(C(=O)C2CCc3nc(N4CCN(C(=O)C5CCC5)CC4)sc3C2)CC1 (centres undefined)
6. COc1ccc(C(=O)Nc2ccc3nc(SCC(=O)N4CCCC4)sc3c2)cc1
assay / compound	5	6
SNCA expr inh	4%	34%[activator]
Luciferase inh	5%	/
HEK293 tox	3%	/
GPT2 inh	i	/
3T3 cytotox	-3%	/
IP6K1 inh	2	5
SNCA viab count	1%	0%

An excerpt of these results, as tab-separated lines.
cpd	molecule	SNCA expr inh	Luciferase inh	HEK293 tox	GPT2 inh	3T3 cytotox	IP6K1 inh	SNCA viab count
2	N#Cc1cccc(NC(=O)N[C@H]2[C@H](O)[C@@H](N3CCCC3)[C@@H]3OC[C@H]2O3)c1	4%[87.6 µM]	9%[172 µM]	-10%[172 µM]	i	-24%[174 µM]	9	-2%[87.6 µM]
3	CC(C)CN1CC(CNC(=O)c2ccc(Oc3ccccc3)cc2)Oc2ccnc(-c3ccc(OCC(=O)O)cc3)c2C1=O (centres undefined)	-6%	-8%	i	-5%	?	2	-1%

Next section:
9. O=C(O)c1coc(CN2C[C@@H](C(=O)O)[C@H](C3CC3)C2)n1
10. O=C(COc1ccccc1)NCC1CCCCC(=O)N1 (centres undefined)
11. COc1ccccc1Nc1ccnc(N2CCN(C(=O)C3CC3)CC2)n1
12. O=C(NCc1cccc(F)c1)c1ccc(N2CC3CC(C2)[C@H]2CCCC(=O)N2C3)nc1 (some centres undefined)
13. Cc1nc(CCCNC(=O)c2cc(S(N)(=O)=O)ccc2F)sc1C
14. O=C(NCc1ccc(F)cc1)C1CCN(c2nccc(Nc3ccccc3Cl)n2)CC1
15. Cc1ccc([S+](=O)([O-])N2CCN(C(=O)c3nc4cccnc4n(Cc4ccccc4)c3=O)CC2)cc1
16. COCCOC1CCOC2(CCN(C(=O)Nc3cccc(C)c3)CC2)C1 (centres undefined)
assay / compound	9	10	11	12	13	14	15	16
SNCA expr inh	-23%	0%	39%[activator]	3%	7%	-12%	10%	-29%
Luciferase inh	3%	/	/	-8%	-5%	/	/	-11%
HEK293 tox	1%	-23%	?	4%	5%	?	-13%	-24%
GPT2 inh	?	-4%	1%	i	3%	4%	0%	-9%
3T3 cytotox	-5%	-22%	?	i	4%	?	-12%	-2%
IP6K1 inh	0	6	11	33	21	6	3	6
SNCA viab count	5%	?	7%	-5%	-1%	5%	6%[12.5 µM]	-2%[12.5 µM]

17. Cn1c([C@H]2CCN(Cc3ccccc3)C2)nc2ccccc21
18. c1cc(CN2CCc3c(sc4ncnc(N5CCCC5)c34)C2)ccn1
19. CCOc1cc(C(=O)NC2CCN(c3cc(-c4ccccc4)[nH]n3)C2)cc(OCC)c1OCC (centres undefined)
20. Cc1nnc2ccc(N3CCC(NC(=O)Cc4ccc(F)cc4)C3)nn12 (centres undefined)
21. CCC1=C(c2ccc(C)cc2)S(=O)(=O)N=C1N1CCC(C(=O)N2CCCCC2)CC1
22. O=C(Nc1ccccc1)N1CCC(N2CC3CC(C2)[C@H]2CCCC(=O)N2C3)CC1 (some centres undefined)
23. COc1cccc(CNC(=O)c2ccc3c(c2)sc2nc(-c4ccccc4)cn23)c1OC
24. CCCc1noc(-c2cccn3c(CNC(=O)Cc4ccccc4Cl)nnc23)n1
assay / compound	17	18	19	20	21	22	23	24
SNCA expr inh	35%[87.6 µM]	83%[activator]	-8%	/	15%	18%	129%[activator]	?
Luciferase inh	-26%[230 µM]	-13%	-2%	/	/	-4%	/	5%
HEK293 tox	?	-24%	?	i	/	15%	/	?
GPT2 inh	1%[88.5 µM]	?	-9%	/	/	-13%	/	0%
3T3 cytotox	?	?	?	-20%	/	i	/	?
IP6K1 inh	17	-8	0	1	-8	-11	-14	22
SNCA viab count	-3%[87.6 µM]	?	-18%	/	-4%	-5%	-4%	-2%

25. NC(=O)c1cccc(NC(=O)c2cccc(CN3CCNC(=O)C3)c2)c1
26. COCCn1nc2n(c1=O)CCN(C(=O)c1ccc(OC)nc1OC)CC2
27. O=S(=O)(c1ccccc1)N1CCC(n2cc(-c3cncnc3)nn2)CC1
28. C[S+](=O)([O-])NCc1nnc2n1C(C(=O)Nc1ccc(F)cc1)CC2 (centres undefined)
29. CCC(C)NC(=O)Cn1c(=O)n(CCCCCC(=O)Nc2ccccc2)c(=O)c2sccc21 (centres undefined)
30. C=CC[N+]1([C@H]2C[C@H]3[C@@H]4CC[C@H]5C[C@H](O)[C@@H](N6CCOCC6)C[C@]5(C)[C@@H]4CC[C@]3(C)[C@H]2OC(C)=O)CCCC1
31. Cc1cnc(C2CCOCC2)n1C1CCN(C(=O)Nc2ccc3c(c2)OCCO3)CC1
32. Cc1nc(N2CCC(NC(=O)c3ccc(F)cc3Cl)CC2)cc(C(F)(F)F)n1
assay / compound	25	26	27	28	29	30	31	32
SNCA expr inh	-13%	18%	-13%	10%	85%[activator]	19%	131%[activator]	11%
Luciferase inh	-3%	8%	1%	/	/	/	35µM*	0%
HEK293 tox	?	i	-4%	5%	/	/	-17%	?
GPT2 inh	1%	2%	2%	-1%	/	i	i	i
3T3 cytotox	4%	-3%	-24%	-8%	/	/	-10%	-21%
IP6K1 inh	1	1	4	-1	7	/	25	17
SNCA viab count	3%	5%	4%	3%	-4%	5%	-23%	-10%

33. Cc1nn(-c2ccccc2)c2c1C(C(C)C)N(C1CCCN(C(=O)c3ccccc3F)C1)C2=O (centres undefined)
34. Cc1ccc(CNC(=O)CSc2c(C(C)C)cnc3c2c(=O)n(C)c(=O)n3C)cc1
35. Oc1ccccc1CN1CCOC[C@H]1c1ncc(-c2ccc(F)cc2F)[nH]1
36. Fc1ccccc1-c1nnc([C@H]2CCN(Cc3ccco3)C2)o1
37. O=[S+]1([O-])NCC2(CCN(Cc3cccc4ccccc34)C2)Nc2ccccc21 (centres undefined)
38. O=C(C1CCN(c2nc3ncccc3o2)CC1)N1CCN(Cc2ccccc2)CC1
39. Cc1ccc(C(=O)NC(C(=O)N2CCCC2)C2CCN(C(=O)c3ccccc3F)CC2)cc1 (centres undefined)
40. Cc1ccc(C)c(CN2CCn3c(nn(CCCOc4ccc(F)cc4)c3=O)C2=O)c1
assay / compound	33	34	35	36	37	38	39	40
SNCA expr inh	/	6%	4%[87.6 µM]	95%[activator][87.6 µM]	15%	13%	4%	-12%
Luciferase inh	/	/	9%[172 µM]	?	-3%	/	-11%	-5%
HEK293 tox	35µM*	/	79µM*	-4%[172 µM]	?	?	-3%	?
GPT2 inh	/	/	-12%[88.5 µM]	-9%[88.5 µM]	i	i	2%	-2%
3T3 cytotox	?	/	?	-9%[138 µM]	?	-25%	-23%	?
IP6K1 inh	12	-3	3	5	4	6	4	6
SNCA viab count	/	-8%	-2%[87.6 µM]	-11%[87.6 µM]	-7%	-2%	-7%	-9%

41. C[C@@H]1O[C@@H](O[C@H]2[C@H](O[C@H]3CC[C@@]4(C)C(CC[C@]5(C)C4CC=C4C6CC(C)(C)CC[C@]6(C(=O)O[C@@H]6O[C@H](CO[C@@H]7O[C@H](CO)[C@@H](O[C@@H]8O[C@@H](C)[C@H](O)[C@@H](O)[C@H]8O)[C@H](O)[C@H]7O)[C@@H](O)[C@H](O)[C@H]6O)CC[C@]45C)[C@]3(C)CO)OC[C@H](O)[C@@H]2O)[C@H](O)[C@H](O)[C@H]1O (some centres undefined)
42. CCc1cccc(NC(=O)Nc2ccc3c(c2)N(C)C(=O)c2ccccc2S3)c1
43. CCS(=O)(=O)N1CCC(Cc2nncn2Cc2ccccc2)C1 (centres undefined)
44. COCC(=O)N1CC(C(=O)Nc2ccccn2)C2(CCOCC2)C1 (centres undefined)
45. Cc1ccc2oc(=O)c3cc(C(=O)Nc4ccccc4C(N)=O)sc3c2c1
46. Cc1ccc(NC(=O)c2ccc(NC(=O)N3CCSc4ncccc43)cc2)cc1Cl
assay / compound	41	42	43	44	45	46
SNCA expr inh	/	?	-12%	29%	-8%	27%
Luciferase inh	/	/	9%	3%	/	/
HEK293 tox	/	/	23%	-3%	/	/
GPT2 inh	-6%[11.5 µM]	/	i	i	/	/
3T3 cytotox	/	/	i	2%	/	/
IP6K1 inh	33	-9	8	11	29	5
SNCA viab count	-4%[12.5 µM]	-20%	-11%	-3%	-3%	-1%
